# Screening data: PubChem, National Center for Advancing Translational Sciences (NCATS)
# Vif-A3F inh = inhibitors of Vif-A3F interaction | HeLa A3F-eYFP + Vif (tagged APOBEC3F with the HIV-1 protein that degrades it), YFP fluorescence increase | Potency, µM (highest dose often 46.1 µM), without a hit: top-dose activity, negative = active | 0.2% of 390,000 active; also: potency is read from the fitted curve at half-maximal effect; % of control where 0% means no effect; nearly all actives have a fitted effect of over 65% in size
#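 HeLa cells stably expressing Vif plus C-terminally eYFP-tagged A3F were seeded, incubated overnight at 37 deg C, dosed with compound, incubated overnight again at 37 deg C. Yellow fluorescence (Ex 488/Em 500-530) reported blocked Vif-mediated A3F-eYFP degradation.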
# PI4K2A block = PI4K2A (human) kinase inhibition; Q9BTU6; purified PI4K2A, ADP-Glo luminescence, 1 h; hits give low values; activity change, negative = inhibition, % at 76.9 µM; 0.13% of 420,000 active; in the data active = activity change below about -50%; inconclusive = mostly about -30% to -49%;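 also: -100% = wells without enzyme as full effect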
#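 Compounds are screened against recombinant PI4K2A using PI as substrate and ATP, the latter dispensed at 300 microM. Reactions run one hour at ambient temperature before ADP-Glo detection; full inhibition defined by wells lacking enzyme.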
# IDH1 R132H inh = human IDH1 R132H inhibition. O75874. IDH1-R132H enzyme, NADPH consumption, diaphorase/resazurin fluorescence. Potency, µM (doses to about 76.6 µM), for the others: at the highest dose activity change, negative = inhibition, most hits filed as inhibitors. 0.093% of 390,000 active. AID 602179; also: potency is read from the fitted curve at half-maximal effect; % is scaled to controls: 0 for no effect and ±100 for the full control effect; nearly all actives have a fitted effect of over 65% in size
# Target sequence (O75874 whole entry R132H, stated change not applied): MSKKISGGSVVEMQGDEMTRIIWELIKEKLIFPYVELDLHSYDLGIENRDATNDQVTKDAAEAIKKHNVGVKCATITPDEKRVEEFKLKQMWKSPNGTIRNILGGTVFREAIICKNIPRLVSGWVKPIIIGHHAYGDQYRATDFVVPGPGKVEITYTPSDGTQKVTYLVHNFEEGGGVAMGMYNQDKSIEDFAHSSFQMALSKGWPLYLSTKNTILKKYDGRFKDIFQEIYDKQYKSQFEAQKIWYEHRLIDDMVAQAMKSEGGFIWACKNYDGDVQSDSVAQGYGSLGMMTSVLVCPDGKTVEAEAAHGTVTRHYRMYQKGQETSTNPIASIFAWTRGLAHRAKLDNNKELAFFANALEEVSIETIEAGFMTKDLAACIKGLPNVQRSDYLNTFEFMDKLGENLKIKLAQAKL
#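 IDH1-R132H (0.5 ug/mL) preincubated 30 min with compound, then NADPH (0.016 mM) and alpha-KG (2 mM) added; 80 min at RT, pH 7.5. Remaining NADPH coupled via diaphorase/resazurin to fluorescence (540/590 nm); concentration-response curves normalized to no-enzyme control.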
# RXFP1 ag = agonists of human relaxin receptor RXFP1; Q9HBX9; HEK293T-RXFP1 cAMP TR-FRET, 30 min; response scale: percent of porcine relaxin response, buffer zero; Potency, µM (titrated, usually from 57.5 µM), for the others: at the highest dose activation, actives largely listed as activators; 0.3% of 370,000 active; AID 2676; also: potency is read from the fitted curve at half-maximal effect; % is scaled to controls: 0 for no effect and ±100 for the full control effect; nearly all actives have a fitted effect of over 60% in size; many of its hits are not listed in these tables
#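 HEK293T cells stably expressing RXFP1 were pretreated with the PDE4 inhibitor Ro 20174, exposed to compounds for 30 min at 37C, lysed, and cAMP was read by TR-FRET. Data normalized to buffer (basal) and 29 nM porcine relaxin (100%).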
# USP1 inh = inhibitors of human USP1/UAF1 deubiquitinase | recombinant USP1/UAF1, Ub-Rhodamine cleavage fluorescence | AID 743255 | 0.23% of 390,000 active | Potency, µM (titrated, usually from 57.1 µM), inactives show at the highest dose activity change, negative = inhibition, usual class: inhibitors; also: potency is read from the fitted curve at half-maximal effect; % is scaled to controls: 0 for no effect and ±100 for the full control effect; nearly all actives have a fitted effect of over 60% in size; inactives centre near -12
#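 High-throughput fluorogenic screen: 1nM USP1/UAF1 complex, Ub-Rho substrate 150nM final, 50mM HEPES pH 7.8 with 0.5mM EDTA, 0.1 mg/ml BSA, 1mM TCEP and 0.01% Tween-20.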
# Vif-APOBEC3G blk = blocks the Vif interaction with human APOBEC3G; Potency, µM (series often up to 46.1 µM), inactives show at the highest dose activity, negative = active, actives largely listed as inhibitors; 0.076% of 410,000 active; Q9HC16; HeLa A3G-eYFP + Vif (tagged APOBEC3G with the HIV-1 protein that degrades it), YFP fluorescence, overnight;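 also: potency is read from the fitted curve at half-maximal effect; % is scaled to controls: 0 for no effect and ±100 for the full control effect; nearly all actives have a fitted effect of over 60% in size; hits raise eYFP signal because A3G escapes Vif-driven loss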
# Target sequence (Q9HC16 whole entry, looked up): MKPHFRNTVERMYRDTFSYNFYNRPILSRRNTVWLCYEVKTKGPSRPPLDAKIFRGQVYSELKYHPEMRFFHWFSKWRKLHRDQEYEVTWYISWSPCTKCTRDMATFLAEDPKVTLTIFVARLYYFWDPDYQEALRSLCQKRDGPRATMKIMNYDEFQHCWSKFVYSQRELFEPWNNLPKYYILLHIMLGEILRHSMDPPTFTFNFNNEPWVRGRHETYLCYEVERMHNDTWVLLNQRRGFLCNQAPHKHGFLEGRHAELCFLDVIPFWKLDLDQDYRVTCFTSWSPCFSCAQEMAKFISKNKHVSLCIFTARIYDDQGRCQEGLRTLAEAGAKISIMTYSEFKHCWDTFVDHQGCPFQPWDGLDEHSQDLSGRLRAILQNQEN
#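 Read-out is eYFP fluorescence (Ex 488/Em 500-530) from Vif-expressing HeLa A3G-eYFP cells; more signal means A3G escaped Vif-mediated degradation. Cells plated overnight, compound pinned in, incubated overnight at 37 deg C.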
# TrxR1 substrate = rat thioredoxin reductase 1 substrate activity. purified TrxR1 substrate turnover, NADPH consumption readout. O89049. Potency, µM (highest dose often 114 µM), for inactives: at the top dose activity change, negative = substrate turnover. 0.01% of 390,000 active. AID 588456; also: potency is read from the fitted curve at half-maximal effect; % is scaled to controls: 0 for no effect and ±100 for the full control effect; nearly all actives have a fitted effect of over 50% in size
#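 Rat TrxR1, dispensed at 90 nM, was prereduced with 400 uM NADPH (final) for 5 min at ~22 deg C, then incubated with compound 15 min before 400 uM selenite. A first-read NADPH fluorescence drop versus no-compound background flagged substrates.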
# GRP78 ERSR act = ER stress response induction in glioma. U87-MG GRP78 promoter luciferase reporter, 16 h. 0.02% of 420,000 active. Potency, µM, for inactives: at the highest dose activation, actives largely listed as activators; also: potency is read from the fitted curve at half-maximal effect; series mostly up to about 76 µM; % of control where 0% means no effect; nearly all actives have a fitted effect of over 35% in size
#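 Stably transfected U87-MG human glioma cells carrying a GRP78-based luminescent sensor were seeded at 1000 cells/well, pin-dosed with compounds and incubated 16 h. Luciferase reagent was then added, and end-point luminescence was read after 10 min at room temperature.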
# LDHA block = inhibitors of human lactate dehydrogenase A. P00338. purified LDHA, NADH/diaphorase-resazurin fluorescence; hits give low values. activity change, % (values are at about 110 or 230 µM). 0.15% of 480,000 active. AID 1347041; in the data active = activity change below about -30%; inconclusive = mostly about -25% to -30%;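 also: plate controls were DMSO wells for no effect and wells without enzyme for full effect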
#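 Human LDH5 at 2 nM final in Tris HCl pH 7.4 with 0.06 mM NADH and 0.2 mM pyruvate, reacted 5 minutes at room temperature. Remaining NADH coupled via diaphorase/resazurin; resorufin fluorescence read at 0 and 20 minutes, normalized to enzyme-free and DMSO wells.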
# * marks the source's active call; other numbers are inactive results; ? = inconclusive; / = no result given; & = joins results of further samples; [ ] = remark or other dose. Unless noted, calls follow the shape of the dose curve; as a rule, active = well fitted curve in the direction sought with a large enough effect; inconclusive = small, poorly fitted or top-dose-only effect, or another doubt; inactive = no such curve, though single readings can be large; an effect the other way counts as inactive or inconclusive. These rows are one share of the data (hit frequency here may not be typical).
SMILES,Vif-A3F inh,PI4K2A block,IDH1 R132H inh,RXFP1 ag,USP1 inh,Vif-APOBEC3G blk,TrxR1 substrate,GRP78 ERSR act,LDHA block
CCCSc1ncc(Cl)c(C(=O)N2CCN(c3ccc(OC)cc3)CC2)n1,/,2,/,0.3%,-13%,/,6%,/,1
COc1cccc2c(=O)c(C(=O)NCc3cccs3)c[nH]c12,-12%,1,4%,-0.6%,-5%,-21%,109%[activator],8%,4
CC(C)C[C@H](NC(=O)c1nc[nH]c1C(=O)N1CCc2ccccc2C1)C(=O)OCc1ccccc1,-5%,-22,15%,0.0%,?,3%,-3%,?,15
Cc1ccc(NC(=O)CSc2nnc(COc3ccccc3C)o2)cc1,4%,7,1%,?,-11%,0%,-8%[57.1 µM],9%,-17
Cn1cnnc1SCC(=O)NC1CCCN(Cc2ccc(Cl)cc2)C1 (configuration not stated),1%,-4,1%,-1.0%,-2%,-7%,-9%,-3%,-11
COc1ccc(/C(N)=N/OC(=O)c2ccc3c(c2)OCO3)cc1,-7%,7,5%,-1.7%,-16%,-10%,-5%,8%,-2
O=C(CC1c2ccccc2Oc2ccccc21)N1CCN(c2ccccn2)CC1,-3%,2,-6%,0.2%,-13%,-22%,11%,-2%,-4
COc1ccc(C(=O)NCC(=O)OCC(=O)NCc2ccc3c(c2)OCO3)cc1,0%,3,-9%,/,-6%,-2%,-1%[57.1 µM],-4%,-6
COC(=O)CC1C(=O)NCCN1C(=O)c1c(F)cccc1F (configuration not stated),-8%,7,0%,0.2%,-12%,-4%,5%,-4%,-1
CCCNC(=O)NC(=O)CSc1ccc(C)cc1C,9%,1,6%,1.9%,-17%,-7%,8%[57.1 µM],-3%,6
O=S(=O)(c1ccccc1)N1CCN(CCO)CC1,2%,-3,4%,-0.6%,-22%,1%,5%,-3%,0
COc1ccc(-c2nc(N)n(C(=O)c3cccs3)n2)cc1,-4%,-3,1%,1.3%,4%,3%,9%[57.1 µM],0%,-7
CCC(=O)Nc1cccc(-c2nnc(-c3cccc(NC(=O)CC)c3)o2)c1,-10%,2,-3%,-2.0%,-22%,1%,3%,-3%,-2
COc1cccc(C(N)=O)c1OC(=O)Cc1ccccc1F,-3%,-1,-10%,0.3%,1%,-4%,-9%[11.4 µM],11%,20
O=C(COc1ccccc1Cc1ccccc1)NCCCN1CCOCC1,-1%,4,2%,-0.6%,-11%,2%,-6%,0%,-5
CCOc1ccc(N2C(=O)CC(NCc3ccc(F)cc3)C2=O)cc1 (configuration not stated),1%,-1,0%,0.1%,-10%,-2%,5%,-4%,-6
Cc1c(-c2ccccc2)oc2c(C(=O)N3CCN(c4ccccc4F)CC3)cccc2c1=O,-1%,5,5%,3.7%,-14%,2%,-1%,0%,-4
O=C(CCCn1c(=O)c2cccn2c2cccnc21)Nc1ccccc1C(F)(F)F,2%,-6,-2%,?,-7%,4%,-1%,-3%,-10
CCc1ccc(-c2nc(CS(=O)CC(=O)NCCc3ccc(C)cc3)c(C)o2)cc1 (configuration not stated),5%,-8,17%,0.2%,-5%,0%,5%[57.1 µM],-3%,6
CC(C)CCn1nnnc1CN1CCN(c2ccc(F)cc2)CC1,0%,4,6%,-0.5%,?,3%,3%[57.1 µM],-5%,-14
COc1cc(C(c2c(C)[nH][nH]c2=O)c2c(C)[nH][nH]c2=O)cc(Br)c1OC,5%,-7,-2%,-0.1%,-22%,0%,7%,-1%,-7
O=[N+]([O-])c1ccc(Cl)cc1CNc1ccc(F)c(F)c1,-4%,2,3%,-1.5%,-18%,-8%,-4%,-3%,-2
CC(C)c1ccc(NC(=O)c2ccc(F)c(S(=O)(=O)N3CCc4ccccc4C3)c2)cc1,0%,-1,9%,-0.6%,-10%,5%,3%[57.1 µM],-1%,-7
Cc1cc(=O)[nH]c(-n2nc(C)c(Oc3ccccc3O)c2C)n1,-11%,2,7%,0.3%,-4%,0%,12%[57.1 µM],1%,0
CCN1CCN(C/C(C)=C/c2ccccc2)CC1,-16%,-23,1%,0.5%,-20%,-2%,8%,0%,-1
COc1ccc(C(=O)NN2CCCCC2)cc1OC,-1%,11,3%,0.3%,-7%,1%,13%,-2%,-5
CCOc1ccc(N(CC(=O)NC2CCCCC2)C(=O)CCC(=O)Nc2nccs2)cc1,-3%,0,2%,-1.0%,-15%,2%,11%[57.1 µM],-1%,-9
O=C(O)c1nnn(-c2ccc([N+](=O)[O-])cc2)c1-c1ccccc1,6%,-3,-4%,-0.4%,6%,1%,-4%,-1%,-2
COc1ccc(NC(=O)C2CCCN(S(=O)(=O)c3c(C)[nH]c(=O)[nH]c3=O)C2)cc1 (configuration not stated),-16%&10%,-5&-2,-6%&0%,0.1%&0.1%,-20%&10%,0%&0%,-7%&-6%,-4%&-3%,2&1
CC(=O)c1cccc(NC(=O)c2ccc(Br)o2)c1,0%,-2,5%,0.5%,-3%,3%,-5%,0%,1
Cc1nc2ccc3nc(NC(=O)c4ccc(S(=O)(=O)N5CCOCC5)cc4)sc3c2s1,0%,2,0%,2.7%,-11%,-6%,46%[activator],-1%,7
NCCC(=O)N1c2ccccc2Sc2ccccc21,14%,-1,0%,-0.1%,-11%,5%,5%,-5%,-5
COc1cccc(N(CC(=O)NC2CCCC2)C(=O)Cn2nnc(-c3ccc(C)o3)n2)c1,-19%,-4,-5%,1.3%,-3%,2%,-1%[57.1 µM],-3%,2
O=C1CN(C(=O)COC(=O)c2ccccc2NC(=O)c2ccco2)c2ccccc2N1,-4%,6,1%,0.2%,-24%,-2%,19%[57.1 µM],-6%,-5
Cc1cc2[nH]c(=O)c(=O)[nH]c2cc1S(=O)(=O)Nc1ccccc1F,-1%,1,10%,6.9%,-22%,0%,4%,-1%,-1
CCOC(=O)Cn1nc(-c2ccccc2)ccc1=O,-2%,1,2%,0.8%,-4%,0%,-2%,-1%,1
O=C(CCc1c[nH]c2ccccc12)NCCc1ccccc1,10%,1,-3%,0.1%,-8%,1%,1%,3%,-7
CCOCCOC(=O)c1[nH]c2c(c1C)C(=O)CC(c1ccccc1)C2 (configuration not stated),-44%,-1,0%,1.5%,-15%,?,4%,-5%,-2
Cc1cc(N/N=C/c2cccc(Cl)c2)nc(NCc2ccccc2)n1,-22%,-3,2%,5.7%,-24%,-3%,1%,3%,-3
O=C(Nc1cccc(-c2cnc3ccccc3n2)c1)c1ccc(Cl)cc1,3%,2,2%,0.4%,-3%,2%,10%,-3%,-4
O=C(COC(=O)c1cccs1)NCCCc1ccccc1,12%,-1,3%,1.3%,0%,2%,4%[57.1 µM],-6%,-4
CN(C(=O)COC(=O)c1c[nH]c(=O)[nH]c1=O)C1CCCCC1,-3%,-3,-4%,0.3%,-15%,1%,-4%,-15%,-2
NS(=O)(=O)c1ccc(CCNC(=O)C2CCN(S(=O)(=O)c3cnc[nH]3)CC2)cc1,-13%,-2,5%,1.7%,-9%,-2%,15%,-1%,0
O=C1N/C(=N\S(=O)(=O)c2ccccc2)S/C1=C\c1cc([N+](=O)[O-])ccc1O,?,1,0%,5.8%,?,5%,-20%,-4%,-36*
O=C1N/C(=C/c2ccc(N3CCOCC3)cc2)C(=O)N1Cc1ccc(F)cc1,-5%,1,0%,2.0%,-9%,-7%,-1%,-3%,-1

# Profiles from above.
# `COc1cccc(N(CC(=O)NC2CCCC2)C(=O)Cn2nnc(-c3ccc(C)o3)n2)c1` is entered as Vif-A3F inh = -19%; PI4K2A block = -4; IDH1 R132H inh = -5%; RXFP1 ag = 1.3%; USP1 inh = -3%; Vif-APOBEC3G blk = 2%; TrxR1 substrate = -1%[57.1 µM]; GRP78 ERSR act = -3%; LDHA block = 2
# `CCOCCOC(=O)c1[nH]c2c(c1C)C(=O)CC(c1ccccc1)C2` (configuration not stated) is entered as Vif-A3F inh = -44%; PI4K2A block = -1; IDH1 R132H inh = 0%; RXFP1 ag = 1.5%; USP1 inh = -15%; Vif-APOBEC3G blk = ?; TrxR1 substrate = 4%; GRP78 ERSR act = -5%; LDHA block = -2

# More entries follow:
SMILES,Vif-A3F inh,PI4K2A block,IDH1 R132H inh,RXFP1 ag,USP1 inh,Vif-APOBEC3G blk,TrxR1 substrate,GRP78 ERSR act,LDHA block
CCOC(=O)/C=C/C(=O)OCC(=O)Nc1ccc(Cl)cn1,2%,6,-2%,12%,-3%,-3%,-2%,-9%,-4
COC(=O)c1ccc(NC(=O)CSC2=NCCN2)cc1,?,-3,2%,1.4%,-5%,?,-6%,-10%,-3
O=C(c1cccc(Cl)c1)N1CCN(Cc2ccccc2)CC1,-1%,3,-8%,4.1%,-16%,1%,-4%,-5%,-2
COCCCNC(=O)CN(c1cc(Cl)cc(Cl)c1)S(C)(=O)=O,-1%,5,0%,3.1%,-16%,1%,6%[57.1 µM],-5%,0
O=C(CC1Nc2ccccc2NC1=O)NCC1COc2ccccc2O1 (configuration not stated),4%,9,9%,2.3%,-4%,-1%,12%[57.1 µM],-1%,-2
CCOCc1nnc(NC(=O)c2cc(OC)c(OC)c(OC)c2)s1,-11%,0,3%,-0.5%,-1%,0%,-2%[57.1 µM],-1%,-2
COc1ccc(C(C)(O)c2nc(-c3cncnc3)cs2)cc1 (configuration not stated),/,8,/,/,/,-2%,/,-3%,-3
